Screening data deposited in PubChem by Small Molecule Screening Facility, UW Madison.
PriA SSB inh = inhibitors of Klebsiella pneumoniae PriA binding to SSB C-terminal tail, primary screen, biochemical, AlphaScreen | PriA–SSB C-terminal tail interaction (Klebsiella pneumoniae) | AlphaScreen SSBct-PriA binding, biotinylated peptide | inhibition, % at 33 µM | 430,000 tested, 0.6% active | AID 1272365, 2023; in the data active = inhibition mostly above about 37%, no sharp cut-off; inactive = mostly below about 20%;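 note: plate controls were negative control peptide for no effect and reference peptide for full effect; strong numbers were not always called active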
The depositor's hits bear a star; & = joins results of further samples. Not all compounds are listed, so the mix of outcomes need not match the whole.

COc1ccc(CC(=O)Nc2ccc3c(c2)N(C(=O)C(C)(C)C)CC3)cc1OC
  PriA SSB inh: -1

Clc1ccc(-n2ncc3c(Nc4cccc5ccccc45)ncnc32)cc1
  PriA SSB inh: 6

Nc1nonc1-n1nnc(C(=O)NN=Cc2cccc(Cl)c2)c1CN1CCOCC1
  PriA SSB inh: -4

O=C(NCCn1cnc2ccsc2c1=O)c1ccsc1
  PriA SSB inh: -6

O=C(c1ccco1)N1CCc2ccc(NS(=O)(=O)c3ccc(Cl)s3)cc21
  PriA SSB inh: -17

CCN(CC)c1ccc(C=NN=C(N)N)c(O)c1
  PriA SSB inh: 20

O=C1CCSCC(C(=O)NCc2ccc(OC(F)(F)F)cc2)N1 (stereo not given)
  PriA SSB inh: -4

CC(C)(C)c1ccc(C(=O)NCC(=O)N/N=C\c2c[nH]c3ccccc23)cc1
  PriA SSB inh: 0

Cc1cccc(OC2CCN(C(=O)Cc3ccc(F)cc3)CC2)n1
  PriA SSB inh: -5

COc1ccc(C=NNc2nnc(Cc3ccccc3)c(=O)[nH]2)cc1
  PriA SSB inh: 2

NC(=O)COc1ccc(C=NNC(=O)c2ccc(-c3ccccc3)cc2)cc1
  PriA SSB inh: 3

Cc1onc(-c2c(Cl)cccc2Cl)c1C(N)=NOC(=O)C1CC1
  PriA SSB inh: -3

CC1CCN(C(C)CNC(=O)Nc2cccc(F)c2)CC1 (stereo not given)
  PriA SSB inh: -8&-7

CC(C)C(NC(=O)c1ccc([N+](=O)[O-])cc1)c1nc2ccccc2[nH]1 (stereo not given)
  PriA SSB inh: -6

COc1cc2c(cc1OC)CN(C(=O)c1ccc(N3CCCC3)nn1)CC2
  PriA SSB inh: 2

Cc1ccc(S(=O)(=O)/C(=C\c2ccccc2)NC(=O)c2ccccc2)cc1
  PriA SSB inh: -11

Cc1cn2nc(C(=O)NCCc3ccc(S(N)(=O)=O)cc3)cc2c(=O)[nH]1
  PriA SSB inh: -8

COc1cccc(NC(=O)Nc2c(C)nc(OC)nc2C)c1
  PriA SSB inh: -7

COc1ccc(C(=O)Nc2nc(CC(=O)Nc3ccc(F)c(Cl)c3)cs2)cc1
  PriA SSB inh: 4

CCOC(=O)c1c(SCc2ccc(Cl)c(Cl)c2)nc(=O)[nH]c1C
  PriA SSB inh: 0

Cc1cc(C)c(C(=O)CSc2nc3ccccc3[nH]2)c(C)c1
  PriA SSB inh: -5

O=C(NCc1csc(-c2ccccc2)n1)c1ncc(-c2ccccc2)o1
  PriA SSB inh: 0

NS(=O)(=O)c1ccc(N=Cc2ccc([N+](=O)[O-])cc2)cc1
  PriA SSB inh: -2

COc1ccc(C=NNC(N)=S)cc1OC(=O)c1ccccc1
  PriA SSB inh: 8

O=C(NCc1cccnc1-c1cccs1)C1(c2ccc(F)cc2)CC1
  PriA SSB inh: -6

Part of the list above, as tab-separated lines.
smiles	PriA SSB inh
CC(C)(C)c1ccc(C(=O)NCC(=O)N/N=C\c2c[nH]c3ccccc23)cc1	0
Cc1cccc(OC2CCN(C(=O)Cc3ccc(F)cc3)CC2)n1	-5
COc1ccc(C=NNc2nnc(Cc3ccccc3)c(=O)[nH]2)cc1	2
NC(=O)COc1ccc(C=NNC(=O)c2ccc(-c3ccccc3)cc2)cc1	3
Cc1onc(-c2c(Cl)cccc2Cl)c1C(N)=NOC(=O)C1CC1	-3

(list continues)
O=C(CCOc1ccccc1)Nc1nnc(-c2ccc3c(c2)CCCC3)o1
  PriA SSB inh: -47

CCOc1ccc(S(=O)(=O)NC)cc1
  PriA SSB inh: -13

COCc1nc2ccccc2n1CC(=O)NC[C@H]1CCCO1
  PriA SSB inh: -16

CCOc1cc(C=NNC(=O)C(OC)c2ccccc2)ccc1O (stereo not given)
  PriA SSB inh: -27

COC(C)(CNS(=O)(=O)c1cnn(C)c1)c1ccccc1F (stereo not given)
  PriA SSB inh: -6

CC(C)(C)NC(=O)N1CCC(CNC(=O)CCc2ccc(S(C)(=O)=O)cc2)CC1
  PriA SSB inh: -18

COC(=O)c1ccc(C(=O)NC(=S)Nc2sc3c(c2C#N)CCCCC3)cc1
  PriA SSB inh: -14

CN(C)c1ccc(OC2CCN(C(=O)NCc3cccs3)C2)nn1 (stereo not given)
  PriA SSB inh: -9

COc1ccc(F)cc1S(=O)(=O)N1CC[C@@]2(CC(=O)c3ccccc3O2)C1
  PriA SSB inh: -18

Cc1ccccc1OCc1nc2ccccc2c(=O)n1N=Cc1c[nH]c2ccccc12
  PriA SSB inh: -3

Cc1ccsc1C=NNC(=O)CNC(=O)c1ccc(S(=O)(=O)N(C)C)cc1
  PriA SSB inh: -1

COC(=O)Cn1c(=NC(=O)c2ccccc2S(C)(=O)=O)sc2ccccc21
  PriA SSB inh: -11

COc1ccccc1N1CCN(CCNC(=O)C(=O)NCc2ccc(C)cc2)CC1
  PriA SSB inh: -7

O=c1cc(-c2ccccc2)c2cc(Br)ccc2[nH]1
  PriA SSB inh: -3

O=C(NCCSC1CCOCC1)c1nc2ccccc2s1
  PriA SSB inh: 3

O=C(Nc1ccc(-c2nc3ccccc3s2)cc1)c1cccc(S(=O)(=O)N2CCOCC2)c1
  PriA SSB inh: 0

COc1ccnc(N)c1
  PriA SSB inh: -24

Cc1cc(NN=Cc2cccc(Br)c2)nc2ccccc12
  PriA SSB inh: -5

CC(=O)c1cnc(NC(=O)c2cccc(Br)c2)s1
  PriA SSB inh: -10

O=C(CNS(=O)(=O)Cc1ccccc1)N1CCOC(c2ccccc2)C1 (stereo not given)
  PriA SSB inh: -9

CCOc1ccccc1NC(=O)c1cc(S(=O)(=O)NCc2ccccc2Cl)ccc1F
  PriA SSB inh: -8

Cc1cc(=O)n(CCNC(=O)Nc2ccc3c(c2)OCCO3)cn1
  PriA SSB inh: -2

CN(C)c1ccc(C2N=c3c(c4ccccc4c4ccccc34)=N2)cc1
  PriA SSB inh: 4

COc1ccc(S(=O)(=O)NCc2ccsc2)cc1Cl
  PriA SSB inh: -11&6

CCOC(=O)c1[nH]c2ccccc2c1NC(=S)Nc1ccccc1OC
  PriA SSB inh: 15

CCOc1cc(C=NNC(=O)c2ccc(O)cc2)ccc1Oc1nc(Cl)ncc1F
  PriA SSB inh: -4

CCOc1cccc(-c2c(C(=O)NN=C(C)c3cccnc3)nnn2-c2nonc2N)c1
  PriA SSB inh: -3

Nc1nnc(-c2ccc(Cl)s2)o1
  PriA SSB inh: -6&26

O=C(Nc1cc(N2CCOCC2)ncn1)[C@H]1CCCN(c2ccc(-c3ccccc3)nn2)C1
  PriA SSB inh: -8

Cn1cccc(C(=O)N2CCC(Oc3ncccc3Cl)CC2)c1=O
  PriA SSB inh: -3

O=C(c1ccc2c(=O)n(-c3ccccc3)c(=O)[nH]c2c1)N1CCN(c2cccc(Cl)c2)CC1
  PriA SSB inh: -15

NS(=O)(=O)c1ccc(CCNc2nccn(-c3ccc4c(c3)OCO4)c2=O)cc1
  PriA SSB inh: -2

CC(C)S(=O)(=O)c1ccc(CC(=O)NC2CC(O)C(CO)C2)cc1 (stereo not given)
  PriA SSB inh: -5

CC(C)(C)OC(=O)N1CCOC[C@H]1C#N
  PriA SSB inh: -6

Cc1nc2ccccn2c1C(=O)N(CCc1cccs1)Cc1ccco1
  PriA SSB inh: 2

Cc1sc2sc(-c3ccccc3)c(N)[n+]2c1C
  PriA SSB inh: 3

Cc1nnc(C2CCCN(C(=O)NC(C)(C)C)C2)s1 (stereo not given)
  PriA SSB inh: 8

CCOC(=O)c1ccc(NC(=O)CSc2nnc(NC(=O)COc3ccc(Cl)cc3Cl)s2)cc1
  PriA SSB inh: -3

CCCc1ccc(S(=O)(=O)N2CCOC(c3ccccc3)C2)cc1 (stereo not given)
  PriA SSB inh: -11

Cc1cccc(N2CCN(C(=O)Cn3cnc4c([nH]c5ccc(C)cc54)c3=O)CC2)c1
  PriA SSB inh: -19

C=CCn1c(SCC(=O)c2ccc3c(c2)OCCO3)nc2scc(-c3ccc(C)o3)c2c1=O
  PriA SSB inh: -5

Cc1cccc(NC(=O)Nc2nc(C)c(C(=O)NCCc3ccc(S(N)(=O)=O)cc3)s2)c1
  PriA SSB inh: -2&12

CN1CCN(C(CNC(=O)C(=O)NCc2ccco2)c2ccc3c(c2)OCO3)CC1 (stereo not given)
  PriA SSB inh: -13

COc1ccc(SCC(=O)Nc2ccc(F)cc2F)cc1
  PriA SSB inh: -8

COc1cccc(-c2cc(=O)n(CC(=O)Nc3ccc(F)cc3Cl)c(C)n2)c1
  PriA SSB inh: 1

COc1cccc(C=NNC(=O)c2c(C)nc3ccc(Br)cn23)c1O
  PriA SSB inh: -1

O=[N+]([O-])c1ccc(C=Nn2cnc3ccccc32)s1
  PriA SSB inh: 11

Cn1c(=NC(=O)c2cccc(C(F)(F)F)c2)sc2cc(S(C)(=O)=O)ccc21
  PriA SSB inh: 2

C=CCN=C(Nc1ccc(Cl)cc1)SCC
  PriA SSB inh: -42

CCS(=O)(=O)c1cccc(C(=O)Nc2nc3ccc(S(N)(=O)=O)cc3s2)c1
  PriA SSB inh: 3

COc1ccc(C=NNC(=O)CN(CCc2ccccc2)S(=O)(=O)c2ccc(NC(C)=O)cc2)cc1OC
  PriA SSB inh: -14

COc1ccccc1NC(=O)Cn1c(=O)n(CCCCC(=O)NCCC(C)C)c(=O)c2ccccc21
  PriA SSB inh: -9

C=CCN1C(=O)SC(CC(=O)O)C1=O (stereo not given)
  PriA SSB inh: 2

CC(C)c1ccc(OCC(=O)O/N=C(/N)c2cccnc2)c(Br)c1
  PriA SSB inh: -26

Of the compounds above, these contain two or more sulfur atoms.
O=C(NCCn1cnc2ccsc2c1=O)c1ccsc1
  PriA SSB inh: -6

O=C(c1ccco1)N1CCc2ccc(NS(=O)(=O)c3ccc(Cl)s3)cc21
  PriA SSB inh: -17

COC(=O)c1ccc(C(=O)NC(=S)Nc2sc3c(c2C#N)CCCCC3)cc1
  PriA SSB inh: -14

Cc1ccsc1C=NNC(=O)CNC(=O)c1ccc(S(=O)(=O)N(C)C)cc1
  PriA SSB inh: -1

COC(=O)Cn1c(=NC(=O)c2ccccc2S(C)(=O)=O)sc2ccccc21
  PriA SSB inh: -11

O=C(NCCSC1CCOCC1)c1nc2ccccc2s1
  PriA SSB inh: 3

O=C(Nc1ccc(-c2nc3ccccc3s2)cc1)c1cccc(S(=O)(=O)N2CCOCC2)c1
  PriA SSB inh: 0

COc1ccc(S(=O)(=O)NCc2ccsc2)cc1Cl
  PriA SSB inh: -11&6

Cc1sc2sc(-c3ccccc3)c(N)[n+]2c1C
  PriA SSB inh: 3

CCOC(=O)c1ccc(NC(=O)CSc2nnc(NC(=O)COc3ccc(Cl)cc3Cl)s2)cc1
  PriA SSB inh: -3

C=CCn1c(SCC(=O)c2ccc3c(c2)OCCO3)nc2scc(-c3ccc(C)o3)c2c1=O
  PriA SSB inh: -5

Cc1cccc(NC(=O)Nc2nc(C)c(C(=O)NCCc3ccc(S(N)(=O)=O)cc3)s2)c1
  PriA SSB inh: -2&12

Cn1c(=NC(=O)c2cccc(C(F)(F)F)c2)sc2cc(S(C)(=O)=O)ccc21
  PriA SSB inh: 2

CCS(=O)(=O)c1cccc(C(=O)Nc2nc3ccc(S(N)(=O)=O)cc3s2)c1
  PriA SSB inh: 3
